Shiga toxin inh – Shiga toxin inhibition | Vero cells, Shiga toxin protein synthesis inhibition reporter | inhibition, % at 38.7 µM | actives 9.2% (n = 290,000) | AID 2315; in the data active = inhibition mostly above about 28%, no sharp cut-off; inactive = mostly below about 43%; note: 0% is about no effect
Giardia FBPA inh – Giardia lamblia aldolase inhibition; purified Giardia FBPA; Potency, µM (titrated, usually from 59.6 µM), inactives show at the top dose activity, negative = inhibition, most hits filed as inhibitors; actives 0.71% (n = 290,000); note: potency is the fitted concentration of half-maximal effect; % is set by controls: 0 for no effect and ±100 for the full control effect; nearly all actives have a fitted effect of over 55% in size
Target sequence (A8B2U2 whole entry, looked up): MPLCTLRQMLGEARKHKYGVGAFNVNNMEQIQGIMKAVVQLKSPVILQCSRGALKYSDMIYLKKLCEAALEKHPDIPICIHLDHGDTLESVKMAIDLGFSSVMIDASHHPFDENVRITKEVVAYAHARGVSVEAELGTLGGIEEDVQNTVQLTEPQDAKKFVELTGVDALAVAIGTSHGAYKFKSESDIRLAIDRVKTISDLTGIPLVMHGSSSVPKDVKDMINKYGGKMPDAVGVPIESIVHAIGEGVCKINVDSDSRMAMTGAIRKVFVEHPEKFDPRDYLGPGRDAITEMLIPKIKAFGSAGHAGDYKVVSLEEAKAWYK
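Giardia FBPA (40 nM reagent) was preincubated 10 min at RT with compound (up to 57.5 uM final), then substrate plus GAPDH/TPI/NAD/arsenate coupling system with diaphorase/resazurin was added; resorufin fluorescence (525/598 nm) was read after 20 min.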
CHX counter – counter-screen hit for Shiga toxin inhibitors, cycloheximide | actives 12% (n = 300,000) | cell reporter, cycloheximide protein synthesis inhibition counterscreen | max response, %; in the data active = max response mostly above about 13%, no sharp cut-off; inactive = mostly below about 14%; note: read at 38.3 µM for the half of the compounds with a filed dose; 0% is about no effect
Sm TGR inh – S. mansoni TGR enzyme inhibition; actives 3% (n = 360,000); Potency, µM (series often up to 114 µM), inactives show at the highest dose activity change, negative = inhibition, usual class: inhibitors; purified TGR, DTNB reduction, TNB absorbance 405 nm; note: potency is the fitted concentration of half-maximal effect; % is set by controls: 0 for no effect and ±100 for the full control effect; nearly all actives have a fitted effect of over 60% in size
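Kinetic colorimetric format: TGR-catalysed, NADPH-driven DTNB reduction monitored via TNB absorbance. Enzyme dispensed at 20 nM; compound exposure 15 min at room temperature before reaction start.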
Pf growth 48h – P. falciparum growth inhibition at 48 hours (one generation); AID 504832; actives 5.9% (n = 310,000); P. falciparum luciferase growth in erythrocytes, 48 h; Potency, µM (highest dose often 28.7 µM), inactives show at the top dose activity change, negative = inhibition, most hits filed as inhibitors; note: potency is the fitted concentration of half-maximal effect; % is set by controls: 0 for no effect and ±100 for the full control effect
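First compound was added to culture medium, then infected red cells at 0.1% parasitemia and 2% hematocrit (final). After incubation at 37 C under 5% CO2, luciferase detection reagent was dispensed and light output recorded.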
Pf growth 96h – inhibits malaria parasite growth, 96 h; AID 504834; P. falciparum luciferase reporter growth, 96 h; Potency, µM (series often up to 28.7 µM), without a hit: top-dose activity change, negative = inhibition, actives largely listed as inhibitors; actives 6.9% (n = 320,000); note: potency is the fitted concentration of half-maximal effect; % is set by controls: 0 for no effect and ±100 for the full control effect
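Cell-based qHTS: luciferase-tagged P. falciparum in erythrocytes (2% hematocrit, 0.05% parasitemia final) incubated with compounds for 96 hours, 37 C, 5% CO2; luciferase detection reagent then added and luminescence measured.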
* hit, by the source's call; u = inconclusive; x = no result given; [ ] = remark or other dose. Unless noted, calls come from the whole dose curve; as a rule, active = well fitted curve in the direction sought with a large enough effect; inconclusive = small, poorly fitted or top-dose-only effect, or another doubt; inactive = no such curve, though single readings can be large; an effect the other way counts as inactive or inconclusive.

SMILES | Shiga toxin inh | Giardia FBPA inh | CHX counter | Sm TGR inh | Pf growth 48h | Pf growth 96h
Cc1ccc(Nc2cc(C)nc(-c3ccccc3)n2)cc1 | 91* | 1% | 42* | 18% | 174%[activator] | 7%
COc1ccc(C(=O)Nc2nc(-c3cccs3)c(NC(C)=O)s2)cc1 | 38 | 2% | -2 | 1% | -13% | 33%[activator]
Cc1ccc(N2C(=O)C(NC(=O)c3ccccc3F)(C(F)(F)F)C3=C2CC(C)(C)CC3=O)cc1 (stereo unspecified) | -16 | 7% | -5 | -9% | -26% | u
COc1ccc(S(=O)(=O)N2CCOCC2)cc1C(=O)Nc1ccc2c(c1)OCO2 | -11 | 0% | -2 | 1% | -11% | -28%
O=C(CSc1nnc(Nc2ccccc2F)s1)NCc1ccco1 | 34 | -17% | 2 | 50µM* | u | u
COc1ccc(CCC(=O)NCC(c2ccco2)N2CCc3ccccc32)cc1 (stereo unspecified) | x | x | x | -3% | u | -21%
O=C(Nc1cccc2ccccc12)N1CC=C(c2ccccc2)CC1 | 35 | 1% | -4 | -1% | x | 0.1µM*
O=C(N/N=C/c1cccc([N+](=O)[O-])c1)c1cccc2cc[nH]c12 | 58* | 3% | 29* | 5% | 48%[activator] | -1%
CC(C)OC(=O)Cn1c(=O)sc2ccccc21 | 21 | -1% | -2 | 0% | 16% | 22%
COc1ccc(CC(=O)N(Cc2ccccc2)c2ccccc2)cc1S(=O)(=O)N1CCOCC1 | 6 | 11% | 6 | 5% | u | u
c1ccc(-c2nc3c4ccccc4ccn3c2CN2CCOCC2)cc1 | 64* | u | 49* | 12% | 17% | 7%
COc1ccc(CNS(=O)(=O)c2ccc3c(c2)N(C)CCO3)cc1 | -11 | x | 3 | -1% | 7% | u
Cc1nc(-c2cccnc2)sc1C(=O)Nc1ccc(F)cc1F | -11 | 1% | 2 | 10% | 4% | 47%[activator]
Cc1nn(C)cc1/C=C/C(=O)c1ccc(O)cc1 | 40* | 2% | 38* | -10% | 31%[activator] | 42%[activator]
O=C(Nc1ccc(Cl)cc1Cl)c1ccc(Br)o1 | 78* | 6% | 44* | -12% | 42%[activator] | u
O=C(NNC(=O)c1ccc(-n2cncn2)c([N+](=O)[O-])c1)c1cccc(Cl)c1 | x | x | x | 5% | -16% | u
COc1cccc(C(=O)c2c[nH]c(C(=O)NCCCN3CCOCC3)c2)c1 | 14 | 1% | 7 | x | -14% | 2%
O=C(Cn1ncc2c(=O)oc3ccccc3c21)NCCC1=CCCCC1 | 1 | 5% | -1 | 5% | -8% | 9.3µM*
CCN(CC)CCCN=Cc1c(O)n(-c2cccc(C)c2)c(=O)c2ccccc12 | -11 | 1% | -2 | -13% | -6% | 19%
COc1ccc2c(c1)c1nc3n(c(=O)c1n2CC(=O)Nc1ccccc1)CCS3 | 11 | x | -2 | -16% | 29% | 6%
COc1ccc(N2CCN(C(=O)CN(C3CCCCC3)S(C)(=O)=O)CC2)cc1 | -2 | 2% | -4 | 1% | -3% | 26%
O=C(c1ccc(OC2CCN(Cc3cccc(F)c3)CC2)cc1)N1CCCCC1 | -34 | x | 1 | -26% | -15% | u
CCOCCc1c(O)nc(SCC)[nH]c1=O | 20 | 0% | -3 | 0% | u | u
COc1ccc(OCc2nnc(SC(C)C(=O)Nc3nccs3)n2-c2ccccc2)cc1 (stereo unspecified) | -9 | 1% | -3 | 0% | u | 14%
Cc1ccc(/C(O)=C2\C(=O)C(=O)N(C)C2c2ccc(F)cc2)cc1 (stereo unspecified) | -5 | -7% | -2 | -1% | 64%[activator] | u
Cc1cccn2c(=O)c(C=O)c(N3CCN(C)CC3)nc12 | x | -8% | -2 | -21% | -7% | 429%[activator]
Cc1ccc(NC(=O)Nc2c(C)[nH]c(=O)[nH]c2=O)cc1Cl | 4 | 12% | 1 | 14% | x | 88%[activator]
O=C(CCCOc1ccc(Cl)cc1Cl)NNC(=O)C1CCC1 | 28 | 5% | 3 | -1% | -12% | 20%
Cc1cc2ccccc2n1CCNC(=O)c1ccccc1 | 24 | -22% | 15* | -21% | 29% | 11%
CCN(CC)CC(C)OC(=O)c1ccccc1Cl (stereo unspecified) | -9 | -8% | 0 | 0% | 14% | -10%
Cc1cc(C)c(S(=O)(=O)/N=C2/C=C(Sc3ncn[nH]3)C(=O)c3ccccc32)cc1C | 48* | 0.79µM* | 33* | 0.32µM* | 1.7µM* | 10µM*
COc1ccc(S(=O)(=O)N2CCCC(C(=O)NCc3ccco3)C2)cc1Cl (stereo unspecified) | -9 | 1% | 3 | 2% | -23% | 11%
COc1ccccc1C(=O)NC(=S)Nc1ccc2[nH]c(=O)[nH]c2c1 | -6 | 12% | 10 | -6% | 35%[activator] | 21%
Cc1ccnc(N2CCC(C(=O)NCc3ccccc3F)CC2)n1 | -12 | 5% | 12 | 5%[57.1 µM] | 44%[activator] | u
COc1cccc(NC(=O)Nc2cccn(Cc3ccc(C)cc3)c2=O)c1 | -7 | -25% | 1 | 3% | u | 4%
CC1(O)CC(c2ccc(Cl)cc2)=NN1C(=O)c1ccc(Cl)cc1 (stereo unspecified) | x | 28% | 2 | 2% | u | 0%
CCOC(=O)N1CCN(C(=O)CSCC(=O)Nc2nc(-c3ccc(Cl)s3)cs2)CC1 | -15 | -5% | 14* | -6% | u | u
COc1cc(NC(=O)c2n[nH]c(=O)c3ccccc23)cc(OC)c1 | 3 | 0% | -3 | 5% | 20% | 33%[activator]
Cc1ccccc1-n1cc(-c2ccc(Br)cc2)nc1SCC(N)=O | 1 | -7% | 0 | 4% | -12% | u
Cc1ccc(-n2nc3c(=O)n(CC(=O)NCc4cccs4)nc(C)c3c2C)cc1 | -1 | 7% | 2 | -12% | -4% | 0%
FCCCOc1ccc(/C=N/OCc2ccc(Cl)cc2Cl)cc1 | -9 | 0% | -2 | -6% | -14% | u
Cc1nc(C)c(C(=O)N2CCCC(C(=O)c3ccc(Cl)cc3C)C2)s1 (stereo unspecified) | -8 | x | -3 | 2% | -19% | 13µM*
CC(C)(C)c1ccc(OCCC(=O)NNC(=O)c2ccncc2)cc1 | x | x | x | -1% | 2% | 10%
Cc1cc(NCc2ccccn2)n2ncc(-c3ccccc3)c2n1 | 70* | -10% | 44* | 14% | 193%[activator] | -69%
O=C(NC1CCCCC1)C(c1ccncc1)N(C(=O)c1ccco1)c1ccc(F)cc1 (stereo unspecified) | 4 | x | -6 | -8% | -14% | 0%

An excerpt from above, limited to Sm TGR inh, Pf growth 96h and Giardia FBPA inh:
structure	Sm TGR inh	Pf growth 96h	Giardia FBPA inh
COc1cccc(NC(=O)Nc2cccn(Cc3ccc(C)cc3)c2=O)c1	3%	4%	-25%
CC1(O)CC(c2ccc(Cl)cc2)=NN1C(=O)c1ccc(Cl)cc1 (stereo unspecified)	2%	0%	28%
CCOC(=O)N1CCN(C(=O)CSCC(=O)Nc2nc(-c3ccc(Cl)s3)cs2)CC1	-6%	u	-5%

Continuation.
SMILES | Shiga toxin inh | Giardia FBPA inh | CHX counter | Sm TGR inh | Pf growth 48h | Pf growth 96h
CCc1ccc2nc(N3C(=O)C(O)=C(C(=O)c4ccco4)C3c3cccs3)sc2c1 (stereo unspecified) | 59* | 15% | 29* | -25% | 77%[activator] | 0%
CN1CCN(c2ccc(NC(=O)CSc3ccccc3)cc2F)CC1 | 61* | 3% | 49* | -1% | 149%[activator] | 133%[activator]
COc1ccc(/C=C2\CCc3ccccc3C2=O)cc1CN1CCOCC1 | 94* | -6% | 30* | -1% | -1% | -25%
CCOC(=O)NC(=O)CSc1nc(-c2ccc(C)c(C)c2)cn1-c1ccccc1 | 131* | 1% | 63* | 3% | -67% | -68%
O=C(c1ccc(Cl)cc1)C(Cn1cncn1)C(Sc1ccccc1)c1ccccc1 (stereo unspecified) | -8 | -1% | 4 | -13% | x | u
COc1ccc(-c2nnc(-c3cccnc3)o2)cc1OC | 20 | -1% | 3 | -1%[11.4 µM] | x | 16%
C=CCOn1c(C)c(C(C)=O)c2c3no[n+]([O-])c3ccc21 | -5 | 2% | -3 | -20% | -21% | u
Cc1cccc(Cl)c1NC(=S)NCCc1ccccn1 | -6 | -7% | -1 | 14% | -14% | 5%
O=C(Cc1ccc(-c2ccccc2)cc1)OCC(=O)N1CCCC1=O | 23 | 3% | 6 | -2% | u | -28%
CCOC(=O)c1cc2occc2n1CC(=O)Nc1ccc(OC)cc1OC | -4 | -4% | 15 | 20µM* | u | 20%
Cc1cc(C)c(C2=CC(=O)C[C@H](c3ccc4c(c3)OCO4)C2)c(C)c1 | x | x | x | -8% | 9% | u
COc1cc(-c2nc(CN3CCN(c4ncccn4)CC3)c(C)o2)ccc1F | 36 | -3% | 17 | -22%[57.1 µM] | -3% | -95%
Cc1ccccc1N1CCN(CCCN2C(=O)CC(=C(c3ccccc3)c3ccccc3)C2=O)CC1 | -10 | u | -2 | 4% | -1% | 2%[5.75 µM]
CCOC(=O)C1CCN(C(=O)c2ccccc2Oc2ccccc2)CC1 | -9 | 0% | -4 | 9% | u | u
CC1(C)C(N(O)C(=O)Nc2ccc(Cl)cc2)N(c2ccc(Cl)cc2)C(=O)N1CC(=O)NN (stereo unspecified) | 20 | -3% | -3 | -16% | x | 10µM*
Cc1ccc(-c2nc(SCC(=O)N(C)c3c(N)n(Cc4ccccc4)c(=O)[nH]c3=O)n[nH]2)cc1 | -2 | x | -5 | 2% | 27% | 6%
CC(=O)Nc1ccc(N2C(C(C)=O)=NN(c3ccc(Cl)cc3)C2c2sccc2C)cc1 (stereo unspecified) | 17 | -18% | 1 | -2% | 9.3µM* | u
O=C(Nc1ccc(N2CCN(c3ccccc3)CC2)c(F)c1)C1CC1 | -6 | -1% | 8 | 5% | -15% | 0%
Nc1nonc1-n1nnc(C(=O)N/N=C/c2cccc(F)c2)c1-c1ccc2c(c1)OCO2 | -3 | x | -3 | 2% | 0.12µM* | 0.066µM*

Of the compounds above, twelve have fluorine.
SMILES | Shiga toxin inh | Giardia FBPA inh | CHX counter | Sm TGR inh | Pf growth 48h | Pf growth 96h
Cc1ccc(N2C(=O)C(NC(=O)c3ccccc3F)(C(F)(F)F)C3=C2CC(C)(C)CC3=O)cc1 (stereo unspecified) | -16 | 7% | -5 | -9% | -26% | u
O=C(CSc1nnc(Nc2ccccc2F)s1)NCc1ccco1 | 34 | -17% | 2 | 50µM* | u | u
Cc1nc(-c2cccnc2)sc1C(=O)Nc1ccc(F)cc1F | -11 | 1% | 2 | 10% | 4% | 47%[activator]
O=C(c1ccc(OC2CCN(Cc3cccc(F)c3)CC2)cc1)N1CCCCC1 | -34 | x | 1 | -26% | -15% | u
Cc1ccc(/C(O)=C2\C(=O)C(=O)N(C)C2c2ccc(F)cc2)cc1 (stereo unspecified) | -5 | -7% | -2 | -1% | 64%[activator] | u
Cc1ccnc(N2CCC(C(=O)NCc3ccccc3F)CC2)n1 | -12 | 5% | 12 | 5%[57.1 µM] | 44%[activator] | u
FCCCOc1ccc(/C=N/OCc2ccc(Cl)cc2Cl)cc1 | -9 | 0% | -2 | -6% | -14% | u
O=C(NC1CCCCC1)C(c1ccncc1)N(C(=O)c1ccco1)c1ccc(F)cc1 (stereo unspecified) | 4 | x | -6 | -8% | -14% | 0%
CN1CCN(c2ccc(NC(=O)CSc3ccccc3)cc2F)CC1 | 61* | 3% | 49* | -1% | 149%[activator] | 133%[activator]
COc1cc(-c2nc(CN3CCN(c4ncccn4)CC3)c(C)o2)ccc1F | 36 | -3% | 17 | -22%[57.1 µM] | -3% | -95%
O=C(Nc1ccc(N2CCN(c3ccccc3)CC2)c(F)c1)C1CC1 | -6 | -1% | 8 | 5% | -15% | 0%
Nc1nonc1-n1nnc(C(=O)N/N=C/c2cccc(F)c2)c1-c1ccc2c(c1)OCO2 | -3 | x | -3 | 2% | 0.12µM* | 0.066µM*

From PubChem BioAssay

An unsorted share of the library. Share with any hit: about 24%.
